# IDE act – human IDE activators in live cells, primary screen, fluorescence polarization, HEK cells, FAbeta-B substrate; Insulin-degrading enzyme (Homo sapiens), P14735; FAbeta-B cleavage; 0% vehicle, 100% cell-free pure enzyme wells; activation, % at 5.96 µM; 340,000 compounds, 0.073% hits;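 active means activation above the mean of all tested compounds plus 3 SD, set per screening campaign, cut at about 17% in these data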
# Target sequence (P14735 whole entry, looked up): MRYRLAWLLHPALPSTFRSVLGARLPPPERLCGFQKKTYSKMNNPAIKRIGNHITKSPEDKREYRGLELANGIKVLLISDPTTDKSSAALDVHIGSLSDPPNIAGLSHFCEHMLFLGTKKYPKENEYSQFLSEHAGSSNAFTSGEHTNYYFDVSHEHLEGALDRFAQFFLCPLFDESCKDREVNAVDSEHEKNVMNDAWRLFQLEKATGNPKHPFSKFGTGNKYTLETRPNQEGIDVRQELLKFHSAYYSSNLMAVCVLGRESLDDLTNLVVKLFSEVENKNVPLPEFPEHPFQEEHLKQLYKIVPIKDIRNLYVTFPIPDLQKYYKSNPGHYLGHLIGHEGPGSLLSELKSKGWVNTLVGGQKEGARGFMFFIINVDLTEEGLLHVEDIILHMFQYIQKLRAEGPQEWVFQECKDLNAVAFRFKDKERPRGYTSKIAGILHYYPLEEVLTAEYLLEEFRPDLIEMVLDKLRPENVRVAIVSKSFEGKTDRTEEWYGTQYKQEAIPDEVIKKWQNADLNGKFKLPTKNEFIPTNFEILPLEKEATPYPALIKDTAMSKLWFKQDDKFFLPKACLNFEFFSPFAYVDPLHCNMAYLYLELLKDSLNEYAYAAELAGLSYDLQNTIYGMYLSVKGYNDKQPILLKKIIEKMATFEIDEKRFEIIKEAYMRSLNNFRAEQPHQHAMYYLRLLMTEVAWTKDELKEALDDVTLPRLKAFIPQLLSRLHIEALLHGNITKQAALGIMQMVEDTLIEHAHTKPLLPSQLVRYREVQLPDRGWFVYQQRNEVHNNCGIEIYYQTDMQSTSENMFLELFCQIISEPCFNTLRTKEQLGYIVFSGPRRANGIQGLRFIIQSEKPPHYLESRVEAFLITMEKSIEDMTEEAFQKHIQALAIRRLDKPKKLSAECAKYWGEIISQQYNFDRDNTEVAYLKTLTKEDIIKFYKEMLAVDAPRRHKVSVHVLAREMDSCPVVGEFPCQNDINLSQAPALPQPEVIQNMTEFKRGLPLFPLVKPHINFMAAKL
# IDE cell inh – human IDE inhibitors in live cells, primary screen, fluorescence polarization, HEK cells, FAbetaB substrate; Insulin-degrading enzyme (Homo sapiens), P14735; FAbetaB cleavage; inhibition, % at 5.59 µM; 320,000 compounds, 0.41% hits; AID 434962, 2010;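 active means percent inhibition above the average of all tested compounds plus 3 SD, set per screening campaign, cut at about 16% in these data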;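 further: IDE supplied by intact live HEK cells; FP after avidin binding of uncleaved biotin substrate so inhibition keeps polarization high; 0% = DMSO wells and 100% = 60 µM reference IDE inhibitor Ii1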
# Starred values were filed as active, the others as inactive.
IDE cell inh	IDE act	compound
7	1	CCN(c1ccccc1)S(=O)(=O)c1ccc(OC)c(NC(=O)c2cc(F)c(F)c(F)c2F)c1
0	5	O=C(COc1ccccc1)Nc1ccc(F)cc1
-1	-8	Cc1cccc(CNc2ccc(S(=O)(=O)N3CCCCC3)cc2)c1
1	2	CCN(c1ccccc1)S(=O)(=O)c1ccc(Cl)c(NC(=O)CN2CCN(C)CC2)c1
3	4	O=C1Cc2cc(S(=O)(=O)Nc3cccc(F)c3)ccc2N1
2	-6	Nc1cc(C(=O)OCC(=O)Nc2ccc(N3CCOCC3)cc2)ccc1Cl
4	0	COc1cccc2sc(N3CCN(C(=O)C4COc5ccccc5O4)CC3)nc12 (stereo not given)
-1	-1	O=C(NCCOc1ccccc1Cl)c1ccc2c(c1)S(=O)(=O)c1cc(Cl)ccc1C2=O

# Later entries:
IDE cell inh	IDE act	compound
-2	-3	Cc1ccc(S(=O)(=O)N2[C@@H](c3ccc(C(C)(C)C)cc3)C(C(=O)O)=CC[C@H]2c2ccc(Cl)cc2)cc1
0	3	Cc1csc(N2CCCC2c2nc3cc(Cl)c(N4CCCCC4)cc3n2CCCO)n1 (stereo not given)
-4	1	CCN(C(=O)COC(=O)COc1ccccc1Cl)c1c(N)n(Cc2ccccc2)c(=O)[nH]c1=O
5	5	Cc1c(NC(=O)COc2cccc(Cl)c2Cl)c(=O)n(-c2ccccc2)n1C
-2	3	CCN(C(=O)CN1C(=O)NC2(CCc3ccccc32)C1=O)C1CCS(=O)(=O)C1 (stereo not given)
-1	-1	COC(=O)[C@@]12CCCCN1[C@H](c1ccc(SC3CCCCC3)c(OC)c1)[C@@H]1C(=O)N(C)C(=O)[C@@H]12
-5	-2	CC(=O)N1CCN(C(=O)COC(=O)CNC(=O)c2ccccc2C)CC1
9	5	CCOCCn1c(=O)c2c(nc3n2CCN3c2ccc(C)cc2)n(C)c1=O

# Following part.
IDE cell inh	IDE act	compound
2	5	CCOc1ccc(NS(=O)(=O)c2cc(C(=O)N3CC(C)OC(C)C3)ccc2C)cc1 (stereo not given)
2	1	COc1ccc(NC(=O)CN(C)C(=O)c2ccc3c(c2)OCCO3)cc1
1	3	Cc1ccc(Nc2nnc(SCC(=O)NCC3CCCO3)s2)cc1C (stereo not given)
2	3	O=C(Nc1ccc([N+](=O)[O-])cc1Cl)c1cc(Cl)ccc1O
3	0	O=C(COC(=O)c1ccc([N+](=O)[O-])o1)NC1CCCCC1
-4	3	O=C(NCC(c1ccco1)N1CCc2ccccc2C1)c1cccc([N+](=O)[O-])c1 (stereo not given)
-3	-3	O=C(COC(=O)c1ccc([N+](=O)[O-])o1)Nc1ncc(Cl)cc1Cl
-6	-1	CCCCOc1ccc(S(=O)(=O)N2CCN(C)CC2)cc1

# The list goes on:
IDE cell inh	IDE act	compound
4	4	CCOc1ccc(CCNC(=O)COC(=O)c2ccc(Cl)nc2)cc1OCC
1	-2	Cc1cccc(C)c1NC(=O)CN(C)C(=O)c1ccc2nc[nH]c2c1
-4	6	CCC(C)Sc1ccc([C@H]2N[C@@](C)(C(=O)OC)[C@H]3C(=O)N(CC)C(=O)[C@@H]23)cc1OC (stereo not given in full)
-4	4	Cc1nn(CC(=O)N(C)c2c(N)n(Cc3ccccc3)c(=O)[nH]c2=O)c(C)c1[N+](=O)[O-]
1	-3	O=C(COC(=O)c1ccc(O)cc1O)N=c1sccn1Cc1ccccc1Cl
9	-6	CNc1cc(=O)n(C)c(=O)n1-c1ccccc1
-4	6	COc1ccc(S(=O)(=O)N2CCC(C(=O)N(CC(C)C)C3CCS(=O)(=O)C3)CC2)cc1OC (stereo not given)
5	5	CC(C)[C@H](NC(=O)c1ccccc1)C(=O)Nc1ccc2c(c1)OCO2

# Going on with the list.
IDE cell inh	IDE act	compound
-1	-2	COc1ccccc1-n1nnnc1SCC(=O)NC1CC1
7	9	CCC(=O)c1ccc(OCC(=O)OCC(=O)Nc2c(C)n(C)n(-c3ccccc3)c2=O)cc1
2	1	CC(=O)c1cccc(NC(=O)CCN2C(=O)C3CC=CCC3C2=O)c1 (stereo not given)
4	11	Cc1nnc(SCC(=O)NC2CCC(C)CC2)s1 (stereo not given)
5	3	O=C(Nc1cccc(Cl)c1)c1ccccc1
-6	2	COc1ccccc1C(=O)Nc1ccc(OC(C)C(=O)N2CCOCC2)cc1 (stereo not given)
-1	-2	CN1CCc2ccccc2Cc2[nH]c3ccccc3c2CC1
2	-1	CCOC(=O)C1CCN(CC(=O)Nc2ccc(OC)c(S(=O)(=O)N3CCCCC3)c2)CC1

# The list goes on.
IDE cell inh	IDE act	compound
-1	3	Cc1cc(C(=O)COC(=O)c2ccc(F)cc2F)c(C)n1C1CC1
-2	6	Cc1c(NC(=O)C(C)OC(=O)/C=C/c2ccc(OC(F)F)cc2)c(=O)n(-c2ccccc2)n1C (stereo not given)
1	-2	COc1ccccc1C(=O)NCCC(=O)N(C)CC(=O)Nc1ccccc1Br
1	6	COc1ccc2sc(-c3ccc(S(C)(=O)=O)cc3)c(C#Cc3cncn3C)c2c1
-1	2	Cc1ccc(S(=O)(=O)N(C)c2ccc(OCC(=O)NCC3(N(C)C)CCCCC3)cc2)cc1
2	-3	Cc1ccccc1-n1nnnc1SCC(=O)NCC1(N2CCOCC2)CCCCC1
4	5	Cc1noc(C)c1COC(=O)c1ccc(F)c(S(=O)(=O)N2CCOCC2)c1
0	0	O=C(CN1C(=O)NC2(CCOc3ccccc32)C1=O)c1ccc(F)cc1 (stereo not given)

# Next section.
IDE cell inh	IDE act	compound
5	-3	CC(C)(C)[C@H]1COC(=O)[C@@H](Cc2ccc(F)cc2)C/C=C\C[C@@H](CC(=O)N[C@@H](CO)Cc2ccccc2)C(=O)N1
-1	2	Cc1ccc(S(=O)(=O)N2CCN(C(=O)COC(=O)/C=C/c3ccc(F)cc3)CC2)c(C)c1
-4	3	Cc1ccc(NC(=O)CSCC(=O)Nc2nnc(C)s2)cc1
-1	4	O=C(COC(=O)c1ccc[n+]([O-])c1)Nc1ccc([N+](=O)[O-])cc1Cl
0	-2	CCOC(=O)c1cccc(OC(=O)CCNC(=O)c2ccc(Cl)cc2)c1
4	-1	O=C(CCNC(=O)c1ccc(Br)cc1)NCCCSc1ccccc1
-1	4	CCOC(=O)[C@@H]1[C@H]2COc3ccc(Br)cc3[C@H]2N2C(=O)N(c3ccc(C(F)(F)F)cc3)C(=O)[C@]12C
10	-3	Cc1ccc(NC(=O)CSc2nnc(CNC(=O)c3ccco3)n2C)cc1

# Part of the list above in order of length of the SMILES, lowest first:
IDE cell inh	IDE act	compound
5	3	O=C(Nc1cccc(Cl)c1)c1ccccc1
4	11	Cc1nnc(SCC(=O)NC2CCC(C)CC2)s1 (stereo not given)
9	-6	CNc1cc(=O)n(C)c(=O)n1-c1ccccc1
-1	-2	COc1ccccc1-n1nnnc1SCC(=O)NC1CC1
-1	-2	CN1CCc2ccccc2Cc2[nH]c3ccccc3c2CC1
-4	3	Cc1ccc(NC(=O)CSCC(=O)Nc2nnc(C)s2)cc1
4	-1	O=C(CCNC(=O)c1ccc(Br)cc1)NCCCSc1ccccc1
-1	3	Cc1cc(C(=O)COC(=O)c2ccc(F)cc2F)c(C)n1C1CC1
10	-3	Cc1ccc(NC(=O)CSc2nnc(CNC(=O)c3ccco3)n2C)cc1
0	-2	CCOC(=O)c1cccc(OC(=O)CCNC(=O)c2ccc(Cl)cc2)c1
0	0	O=C(CN1C(=O)NC2(CCOc3ccccc32)C1=O)c1ccc(F)cc1 (stereo not given)
5	5	CC(C)[C@H](NC(=O)c1ccccc1)C(=O)Nc1ccc2c(c1)OCO2
4	5	Cc1noc(C)c1COC(=O)c1ccc(F)c(S(=O)(=O)N2CCOCC2)c1
1	6	COc1ccc2sc(-c3ccc(S(C)(=O)=O)cc3)c(C#Cc3cncn3C)c2c1
-1	4	O=C(COC(=O)c1ccc[n+]([O-])c1)Nc1ccc([N+](=O)[O-])cc1Cl
2	-1	CCOC(=O)C1CCN(CC(=O)Nc2ccc(OC)c(S(=O)(=O)N3CCCCC3)c2)CC1
7	9	CCC(=O)c1ccc(OCC(=O)OCC(=O)Nc2c(C)n(C)n(-c3ccccc3)c2=O)cc1
-1	2	Cc1ccc(S(=O)(=O)N2CCN(C(=O)COC(=O)/C=C/c3ccc(F)cc3)CC2)c(C)c1
-4	6	COc1ccc(S(=O)(=O)N2CCC(C(=O)N(CC(C)C)C3CCS(=O)(=O)C3)CC2)cc1OC (stereo not given)
-2	6	Cc1c(NC(=O)C(C)OC(=O)/C=C/c2ccc(OC(F)F)cc2)c(=O)n(-c2ccccc2)n1C (stereo not given)
-1	4	CCOC(=O)[C@@H]1[C@H]2COc3ccc(Br)cc3[C@H]2N2C(=O)N(c3ccc(C(F)(F)F)cc3)C(=O)[C@]12C
5	-3	CC(C)(C)[C@H]1COC(=O)[C@@H](Cc2ccc(F)cc2)C/C=C\C[C@@H](CC(=O)N[C@@H](CO)Cc2ccccc2)C(=O)N1

# Other structures follow:
IDE cell inh	IDE act	compound
5	8	NS(=O)(=O)c1cccc(NC(=O)CCN2C(=O)C3CCCCC3C2=O)c1 (stereo not given)
4	-3	Cc1cccc(NC(=O)CCC(=O)c2cccs2)n1
9	-2	Cc1ccc(N=Nc2c(O)[nH]c(=O)[nH]c2=O)cc1S(=O)(=O)Nc1ccc(Br)cc1
5	-2	Cc1ccc(S(=O)(=O)N2CCCCC2CCNC(=O)C(=O)NCc2ccncc2)cc1 (stereo not given)
8	-3	CC(=O)O[C@H]1CC(=O)OC(C)(C)C2CC(=O)[C@]3(C)C(CC[C@@](C)([C@@H](O[C@@H]4O[C@H](CO)[C@@H](O)[C@H](O)[C@H]4O)c4ccoc4)[C@@]34O[C@@H]4C(=O)O)[C@]21C (stereo not given in full)
-3	1	Cc1ccc(OCC(COCc2ccccc2)NC(C)C)cc1 (stereo not given)
-7	8	CCN(CC(=O)Nc1c(F)cccc1F)C(=O)c1cccc(S(=O)(=O)N2CCc3ccccc3C2)c1
-2	4	Cc1cc(C(=O)Nc2ccccc2N2CCOCC2)no1

# More structures:
IDE cell inh	IDE act	compound
4	3	COc1ccc(C(N)=O)c(OCC(=O)Nc2cc(C)on2)c1
6	4	Cc1cc(C)n(CC(=O)NNC(=O)COc2ccc(F)cc2Br)n1
2	1	COc1ccc2c3n(nc2c1)CCN=C3c1cc(Cl)c(N)c(Cl)c1
7	-1	COc1cc(OC)cc(C(=O)NNC(=O)c2ccc3c(c2)OCCO3)c1
-1	7	O=C(CSC1=NS(=O)(=O)c2cc(Cl)ccc2N1)NCc1ccccc1
-1	3	O=C(COC(=O)c1ccc[nH]c1=O)NC1CC1
-1	6	Cc1ccc(C2(C)NC(=O)N(CC(=O)Nc3ccc(S(=O)(=O)Nc4nccs4)cc3)C2=O)cc1 (stereo not given)
-1	0	CC1CCN(S(=O)(=O)c2c[nH]c(=O)[nH]c2=O)CC1

# Continued.
IDE cell inh	IDE act	compound
6	2	O=C(OCc1c(-c2ccccc2)ncc2ccccc12)c1cccs1
2	1	Cc1c(N(C)C)c(=O)n(-c2ccccc2)n1C
0	4	CCOC(=O)[C@H]1[C@H]2COc3ccc(Br)cc3[C@@H]2N2C(=O)CN(Cc3ccco3)C(=O)[C@@]12C
-11	5	CCN(C(=O)COC(=O)c1cc(S(=O)(=O)N(C)C)ccc1Cl)C1CCS(=O)(=O)C1 (stereo not given)
-2	5	COc1ccc(C(=O)NCN2CCN(c3ccccc3)CC2)cc1OC
1	2	COc1cccc(CN(C)C(=O)c2ccc3c(=O)n4c(nc3c2)CCC4)c1
2	0	Cc1c(C(=O)N2CCC2)oc2ccc(Cl)cc12
-3	-1	CCOc1ccc(CCNC(=O)CN2C(=O)NC3(CCCCC3)C2=O)cc1OCC

# The listing continues.
IDE cell inh	IDE act	compound
-1	5	COc1ccccc1NC(=O)COC(=O)CNC(=O)C1CCCCC1
1	4	O=C(COC(=O)c1ccc(Br)o1)Nc1ccc2c(c1)OCCO2
2	-2	Cc1ccc(NC(=O)CCNC(=O)c2ccc(Br)cc2)cc1S(=O)(=O)N1CCOCC1
1	5	O=C(OCC(=O)N1CCc2ccccc21)c1ccccc1[N+](=O)[O-]
-2	3	Cc1ccc(C(=O)NCC(=O)NCC(c2cccs2)N2CCOCC2)cc1 (stereo not given)
-3	2	Cc1cc(C)n2nc(C(=O)OCC(=O)NCc3ccc(Cl)cc3)nc2n1
0	0	O=C(CNS(=O)(=O)c1cccc(F)c1)OCC(=O)N1CCCC1=O
-4	1	Cc1cccc(C(=O)OCC(=O)N(C)C(c2ccccc2)c2ccccc2)c1[N+](=O)[O-]

# Whole records, looked up by structure:
# O=C(COC(=O)c1ccc(Br)o1)Nc1ccc2c(c1)OCCO2 across the screens: IDE cell inh = 1; IDE act = 4
# Cc1ccc(C(=O)NCC(=O)NCC(c2cccs2)N2CCOCC2)cc1 (stereo not given) across the screens: IDE cell inh = -2; IDE act = 3

# High-throughput results deposited in PubChem BioAssay by The Scripps Research Institute Molecular Screening Center.

# This is a subset, so the mix of outcomes need not match the whole.
